# N370S GC mod: inhibits or activates N370S mutant glucocerebrosidase; P04062; N370S GC spleen homogenate, 4MU-glucoside fluorescence; Potency, µM (doses to about 59.4 µM), inactives show top-dose activity change, negative = inhibition, usual class: inhibitors; hit rate 0.092% among 330,000; AID 2101;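 also: 0% = full enzyme activity and -100% = no enzyme basal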
# FEN1 inh: human FEN1 inhibition; Potency, µM (top dose mostly 114 µM), without a hit: at the highest dose activity change, negative = inhibition, hits mostly inhibitors; P39748; Recombinant FEN1 flap cleavage, fluorescence, 15 min; hit rate 0.35% among 390,000; also: nearly all actives have a fitted effect of over 65% in size
# Target sequence (P39748 whole entry, looked up): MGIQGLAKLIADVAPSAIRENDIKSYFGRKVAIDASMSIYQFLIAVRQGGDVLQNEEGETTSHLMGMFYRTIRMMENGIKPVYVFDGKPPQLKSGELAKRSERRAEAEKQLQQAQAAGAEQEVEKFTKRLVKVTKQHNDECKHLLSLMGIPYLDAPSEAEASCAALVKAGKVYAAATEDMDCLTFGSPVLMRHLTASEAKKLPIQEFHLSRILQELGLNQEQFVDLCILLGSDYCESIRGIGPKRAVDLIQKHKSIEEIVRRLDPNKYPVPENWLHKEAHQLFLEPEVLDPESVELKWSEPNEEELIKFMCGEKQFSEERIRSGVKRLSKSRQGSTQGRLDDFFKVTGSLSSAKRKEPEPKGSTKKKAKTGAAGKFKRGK
#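 In this screen, 50 nM flap DNA substrate was added to 10 nM FEN1 pretreated with compound for 15 min at room temperature; cleavage was followed with reads at 0 and 15 min, and Hill fitting gave concentration–response parameters.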
# DT40 TDP1 CPT: DT40-hTDP1 cell growth loss with CPT; Potency, µM (highest dose often 46.2 µM), without a hit: at the top dose activity change, negative = growth inhibition, most hits filed as inhibitors; hit rate 12% among 420,000; AID 686979; chicken DT40 Tdp1-/-;hTDP1 cells + 20 nM CPT, ATP luminescence, 48 h; also: nearly all actives have a fitted effect of over 55% in size
#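 Cell growth measured by CellTiter-Glo luminescence after a minimum 48 h, 37 C compound exposure with 20 nM CPT in Tdp1-knockout DT40 cells stably expressing hTDP1, seeded 400/well; qHTS titration format.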
# Starred values were filed as active, the others as inactive; u = inconclusive; x = no result given; & = joins results of further samples. Calls follow the shape of the dose curve; as a rule, active = well fitted curve in the direction sought with a large enough effect; inconclusive = small, poorly fitted or top-dose-only effect, or another doubt; inactive = no such curve, though single readings can be large; an effect the other way counts as inactive or inconclusive. Unless noted, % is scaled to controls: 0 for no effect and ±100 for the full control effect; potency is read from the fitted curve at half-maximal effect.
Structure,N370S GC mod,FEN1 inh,DT40 TDP1 CPT
O=C(COc1ccccc1)N=C1SC2CS(=O)(=O)CC2N1c1cccc(F)c1 (stereo unspecified),-1.6%,-0.8%,2.0%
CCCCCn1c2nc3ccccc3nc2c2c(=O)n(CC(C)C)cnc21,5.8%,2.0%,-25.7%
Cc1onc(-c2ccccc2)c1C(=O)Nc1ccc2c(C)cc(=O)oc2c1,16.0%,-11.1%,7.1%
CCOC(=O)Cn1cc(C(=O)C(C)(C)C)c2ccccc21,-24.2%,21.5%,u
Cc1ccc(S(=O)(=O)N2CCC(=O)N(C(COCc3cccc(C)c3)C(C)C)CC2)cc1 (stereo unspecified),-13.6%,4.3%,u
CC1CCc2sc(C(=O)NCC(C)(C)N3CCOCC3)cc2C1 (stereo unspecified),-4.4%,-3.2%,u
O=C(Cc1ccc(S(=O)(=O)N2CCOCC2)s1)NC1CCCCC1,x,-6.0%,0.7%
CC1(NC(=O)c2ccccc2)CCN(CCCc2ccccc2)C1=O (stereo unspecified),x,18.6%,3.66µM*
O=C(NCc1nnc(SC/C=C/c2ccccc2)o1)c1ccco1,x,9.0%,-14.7%
Cc1nn(-c2ccccc2)c(C)c1/C=N/NC(=O)c1cnccn1,-14.9%,10.4%,2.9%
Cc1ccc(C)c(NC(=O)CCN2CC(C)OC(C)C2)c1 (stereo unspecified),-10.5%,3.2%,-2.0%
COc1cc(C(C(=O)NC2CCCC2)N(Cc2ccccc2)C(=O)c2snc(C(N)=O)c2N)ccc1O (stereo unspecified),-14.4%,12.1%,-13.6%
COc1ccccc1CNC(=O)COC(=O)c1ccccc1SCC(=O)N1CCCC1,-4.0%,-4.2%,u
CCOc1cc(CNC(=O)c2ccc3nc(CCc4ccccc4)oc3c2)ccc1OC,x,17.9%,-29.6%
O=C(CSCc1ccccc1)N/N=C/c1cc2c(cc1Br)OCO2,14.1%,-3.1%,-73.9%
CCCCn1c(N)c(N(CC(C)C)C(=O)c2ccncc2)c(=O)[nH]c1=O,-3.4%,-1.2%,10.7%
Cc1ccc(NC(=O)Cn2cc(S(=O)(=O)N3CCCC3)c(S(=O)(=O)N3CCCC3)c2)cc1C,x,3.1%,u
Cc1ccc(-c2[nH]c3ccccc3c2C(C[N+](=O)[O-])c2ccco2)cc1 (stereo unspecified),-5.0%,-17.5%,u
Cc1nn2c(-c3ccncc3)ccnc2c1Cl,-1.4%,-3.6%,7.5%
Nc1ccc(N2CCOCC2)c(S(=O)(=O)Nc2ccccc2Cl)c1,x,-12.1%,-18.4%
Cc1ccccc1NC1=C(Cl)C(=O)OC1OC(C)C (stereo unspecified),x,1.8%,3.4%
COc1cc(C(=O)NNC(=O)COc2ccc(Br)cc2)ccc1OCC(=O)N1CCOCC1,x,-3.6%,-6.2%
CCCN(CC(=O)Nc1ccccc1C)C(=O)c1ccc2c(c1)S(=O)(=O)N=C1CCCCCN12,x,-6.2%,-14.4%
CC(=O)c1c(C)[nH]c(C(=O)NCCc2ccc(Cl)cc2)c1C,-3.0%,-2.1%,u
OCCCCNCc1ccc(OCc2ccc(Cl)cc2Cl)cc1,-23.5%,-1.1%,20.6µM*
O=C(CC1Oc2ccccc2NC1=O)NCCCN1CCCC1=O (stereo unspecified),2.0%,-1.5%,5.2%
Cc1nc(Cl)sc1C(=O)Nc1cccc2ccccc12,2.4%,-6.9%,u
CNC(=O)COC(=O)Cc1ccc(Cl)cc1,1.8%,4.2%,-25.8%
COc1ccc(OC)c(NC(=O)Cn2c(=O)n(CC(=O)NCc3ccco3)c(=O)c3ccccc32)c1,3.7%,-5.6%,-25.2%
CCOC(=O)C1=C(c2ccccc2)NC(=O)NC1c1cc(OC)c(OC)c(OC)c1 (stereo unspecified),x,-3.1%,-13.8%
C=CC[C@H]1C=C[C@@H](C(C(=O)OC)C(=O)OC)CN1C(C)=O,x,12.6%,-18.7%
Cc1cc(=O)[nH]c(Nc2ccccc2C)n1,-4.2%,4.9%,-2.5%
COCCNC(=O)c1ccccc1NC(=O)c1cc(OC)cc(OC)c1,8.7%,1.4%,-10.0%
c1ccc(C2OCC3(CO2)COC(c2ccccc2)OC3)cc1 (stereo unspecified),11.8%,4.8%,-0.9%
OCC1(CCc2ccccc2)CCCN(CCCc2ccccc2)C1 (stereo unspecified),-12.0%,-10.0%,u
CC(=O)NC(Cc1ccc(F)cc1)C(=O)N1CCN(C(=O)NCc2ccccc2)CC1 (stereo unspecified),2.6%,2.6%,-11.3%
N#Cc1ccccc1S(=O)(=O)N1CCN(C(=O)CCNS(=O)(=O)c2ccc(Cl)cc2)CC1,x,15.8%,-22.9%
Clc1ncc(Cn2cccn2)s1,-3.9%,16.9%,1.6%
COc1ccc(C(CNC(=O)c2cccc(S(=O)(=O)N3CCCC3)c2)N2CCCC2)cc1 (stereo unspecified),x,-2.3%,-21.1%
COc1ccc(-c2cc(C)no2)cc1S(=O)(=O)N1CCOc2ccccc21,-6.1%,3.3%&0.2%,u
ON=Cc1cccn1-c1ccccc1,-7.8%,-6.2%,-25.9%
CCC1CCCCN1C(=O)Cn1c(=O)cc(C(F)(F)F)c2c(C)nn(C)c21 (stereo unspecified),x,-3.6%,u
CCCCCNC(=O)c1ccccc1SC,1.2%,-1.5%,-7.3%
Cc1nc(N(C)Cc2ccccc2)c2c(C)c(C)sc2n1,0.2%,-18.6%,u
Cc1cc(O)cc2c1C1CCC3(C)C(=O)CCC3C1C=C2 (stereo unspecified),x,-3.3%,u
COc1ccc(C)cc1S(=O)(=O)NCC(c1ccc2c(c1)OCO2)N1CCOCC1 (stereo unspecified),u,54.0%,-16.7%
N#Cc1c(-c2ccc(F)cc2)cc(-c2cccs2)nc1SCC(=O)O,u,0.6%,-9.6%
CC(C(=O)NC1CC(C)(C)NC(C)(C)C1)c1ccc([N+](=O)[O-])cc1 (stereo unspecified),2.7%,-3.1%,23.1%
CCOc1ccccc1NC(=O)Nc1ccc(Br)cc1C,-1.3%,19.3%,1.2%
COc1ccc(NC(=O)CC2SC(=N)N(c3ccccc3)C2=O)c(OC)c1 (stereo unspecified),-3.4%,0.8%,2.4%

# More compounds
Structure,N370S GC mod,FEN1 inh,DT40 TDP1 CPT
CNc1nc(N)c(C(=O)Nc2cc(C)on2)s1,1.7%,35.8%,u
NCCN(Cc1ccc(Cl)c(Cl)c1)c1ccc(Br)cn1,x,-0.7%,3.98µM*
Cc1cc(NC(=O)c2cc(-c3ccc(C)c(C)c3)nc3ccccc23)no1,-27.5%,-19.0%,11.6µM*
O=C(O)C(=O)/C(=C\c1ccsc1)c1ccc2ccccc2n1,u,-0.5%,4.9%
Cc1ccc(OCCC(=O)OCC(=O)NCCc2ccc(Cl)cc2)cc1,-11.0%,-10.3%,1.2%
COc1ccc(-c2nnc(-c3cc(OC)c(OC)c(OC)c3)o2)cc1OC,-6.2%,-1.0%,14.6µM*
O=C(CCS(=O)(=O)c1ccccc1)N(CCCN1CCOCC1)c1nc2ccccc2s1,-17.0%,8.1%,5.17µM*
Cc1ccc(NC(=O)CNCc2ccc(Cl)cc2Cl)cc1S(=O)(=O)N(C)C,-10.2%,1.0%,u
CC(C)OCCCNc1ncc2c(n1)CC(c1ccc(N(C)C)cc1)CC2=O (stereo unspecified),-0.1%,7.1%,u
Cc1ccc(C23OCCN2CCn2nc4ccccc4c23)cc1 (stereo unspecified),x,18.7%,2.6%

# 7 entries already listed, sorted by heavy-atom count, rising:
Structure,N370S GC mod,FEN1 inh,DT40 TDP1 CPT
Cc1ccccc1NC1=C(Cl)C(=O)OC1OC(C)C (stereo unspecified),x,1.8%,3.4%
NCCN(Cc1ccc(Cl)c(Cl)c1)c1ccc(Br)cn1,x,-0.7%,3.98µM*
CCOc1ccccc1NC(=O)Nc1ccc(Br)cc1C,-1.3%,19.3%,1.2%
CCCCn1c(N)c(N(CC(C)C)C(=O)c2ccncc2)c(=O)[nH]c1=O,-3.4%,-1.2%,10.7%
Cc1ccc(NC(=O)CNCc2ccc(Cl)cc2Cl)cc1S(=O)(=O)N(C)C,-10.2%,1.0%,u
COc1ccc(C(CNC(=O)c2cccc(S(=O)(=O)N3CCCC3)c2)N2CCCC2)cc1 (stereo unspecified),x,-2.3%,-21.1%
CCCN(CC(=O)Nc1ccccc1C)C(=O)c1ccc2c(c1)S(=O)(=O)N=C1CCCCCN12,x,-6.2%,-14.4%

# Going on with the list:
Structure,N370S GC mod,FEN1 inh,DT40 TDP1 CPT
O=C(C1CCCN(S(=O)(=O)c2cc(Cl)ccc2Cl)C1)N1CCCCCC1 (stereo unspecified),0.6%,-0.5%,u
OC1(c2ccc(F)cc2)CCN(Cc2ccccc2)C1 (stereo unspecified),2.4%,-6.5%,-5.7%
COc1ccc(C(=O)c2sc(NC(C)C)nc2N)cc1OC,-19.3%,1.0%,u
CCCCNc1ccc(C(CC(N)=O)NC(=O)c2ccccc2)cc1[N+](=O)[O-] (stereo unspecified),-4.3%,-4.1%,18.4µM*
CC#Cc1cc2c(cc1O)CCC1C2CCC2(C)C(O)CCC12 (stereo unspecified),x,4.7%,2.91µM*
CCN(CC)C(=O)c1c(NC(=O)c2ccccc2F)sc2c1CCC(C(C)(C)C)C2 (stereo unspecified),x,-23.9%,23.1µM*
COc1ccc(Cc2nc3ccc(S(=O)(=O)N4CCOCC4)cc3[nH]2)cc1,18.7%,-11.0%,-0.1%
c1ccc(Oc2ncnc3sccc23)cc1,-4.0%,-0.6%,-13.9%
CCOC(=O)N1CCN(C(=O)c2cc(COc3ccc(F)cc3F)on2)CC1,-8.5%,-1.0%,u
COc1ccc(S(=O)(=O)n2ccc(-c3cnc(-c4ccccc4)s3)n2)cc1,-1.4%,-3.8%,u
Cc1ccc(S(=O)(=O)c2nnn3c2nc(NCc2ccc4c(c2)OCO4)c2sccc23)cc1C,x,3.2%,u
O=C(Nc1ccccn1)c1cccs1,-26.6%,3.5%,18.4µM*
CCC(CC)c1nc2ccccc2c(=O)[nH]1,-4.8%,2.7%,-2.6%
COc1ccc(-c2csc(NC(=S)NC(=O)c3ccc4ccccc4c3)n2)cc1OC,-3.1%,11.8%,u
Cc1nn2c(=O)c(NC(=O)c3ccc(F)cc3)cnc2s1,6.2%,0.4%,-5.7%
O=C(CN1C2CCCC1CC(NC(=O)C1CCCCC1)C2)NCc1ccc(F)cc1 (stereo unspecified),-3.5%,-9.4%,u
Cc1[nH]c2c(C)cccc2c1CN1CCC(CO)(Cc2ccccc2)CC1,5.8%,-3.1%,u
O=C(NCC1CCCO1)C1CC(=O)N(c2ccc(F)c(Cl)c2)C1 (stereo unspecified),0.4%,-1.3%,1.6%
CN(C)c1cc(N/N=C/c2ccc(Cl)cc2)nc(N(C)C)n1,-9.4%,-9.5%,u
CNC(=O)CSc1nnnn1-c1cc(C)ccc1C,-4.3%,-3.1%,-27.4%

# Of the compounds above, these have a cyano group.
Structure,N370S GC mod,FEN1 inh,DT40 TDP1 CPT
N#Cc1ccccc1S(=O)(=O)N1CCN(C(=O)CCNS(=O)(=O)c2ccc(Cl)cc2)CC1,x,15.8%,-22.9%
N#Cc1c(-c2ccc(F)cc2)cc(-c2cccs2)nc1SCC(=O)O,u,0.6%,-9.6%

# The listing continues.
Structure,N370S GC mod,FEN1 inh,DT40 TDP1 CPT
O=C(Nc1ccc(Cl)c(Cl)c1)Nc1ccc(Br)cc1F,-5.0%,-9.7%,5.8µM*
O=C1NC2(CCCCC2)N=C1c1ccc(F)cc1,4.3%,1.4%,4.7%
COc1ccc(N2CC(C(=O)N3CCN(c4ccccc4)CC3)CC2=O)cc1 (stereo unspecified),-0.1%,-5.3%,-28.2%
CCCCNc1nc(-c2ccccc2)c(C(=O)OCC)cc1C#N,u,-1.3%,u
CCCN1C(C(=O)c2ccccc2)=C(OC(=O)COc2ccc(C)cc2)c2ccccc2S1(=O)=O,x,-15.2%,4.11µM*
O=C(CSCc1ccc(F)cc1)N1CCN(c2ccc(Cl)cc2)CC1,x,-18.6%,16.4µM*

# These rows are one share of the data; the hit share may differ from the screen's.
